Bioassay records as filed in PubChem.
PLC-gamma1 inh – PLC-gamma1 enzyme inhibitors, primary screen, biochemical, fluorescence, purified enzyme; 1-phosphatidylinositol 4,5-bisphosphate phosphodiesterase gamma-1 (Homo sapiens), P19174; inhibition, % at 12.2 µM; fluorogenic substrate; 370,000 tested, 0.84% active; in the data active = inhibition above about 9.5%
ADAM17 inh – ADAM17 inhibitors, primary screen, biochemical, QFRET; Disintegrin and metalloproteinase domain-containing protein 17 (Homo sapiens), P78536; recombinant ADAM17, EDANS/DABCYL FRET peptide cleavage; inhibition, % at 6.95 µM; 370,000 tested, 0.83% active;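 active = inhibition above the mean of compounds lying between control limits plus 3 SD, set per campaign, cut at about 8.5% in these data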;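 note: 0% = DMSO-only wells as the low control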
MBD2 inh – inhibitors of MBD2 binding to methylated DNA, primary screen, biochemical, TR-FRET, DNA-binding domain, human. inhibition, % at 4.4 µM. MBD2 binding to methylated oligonucleotide. AID 686964, 2013. 370,000 tested, 0.31% active; in the data active = inhibition above about 13%
Target sequence (Q9UBB5 whole entry, looked up, the tested form may be a part): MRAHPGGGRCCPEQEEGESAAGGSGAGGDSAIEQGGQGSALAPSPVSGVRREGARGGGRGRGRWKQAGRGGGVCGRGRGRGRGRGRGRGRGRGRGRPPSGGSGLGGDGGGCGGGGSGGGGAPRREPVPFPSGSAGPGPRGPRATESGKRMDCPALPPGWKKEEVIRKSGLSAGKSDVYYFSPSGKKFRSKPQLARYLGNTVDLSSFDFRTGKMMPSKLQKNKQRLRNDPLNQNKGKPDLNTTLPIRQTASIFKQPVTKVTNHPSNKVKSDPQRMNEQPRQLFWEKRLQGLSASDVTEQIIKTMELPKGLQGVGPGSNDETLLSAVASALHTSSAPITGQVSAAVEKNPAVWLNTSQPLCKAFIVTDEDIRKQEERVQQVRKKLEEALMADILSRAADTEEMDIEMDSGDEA
KLK7 zymogen act – proKLK7 zymogen activators, primary screen, biochemical, fluorescence intensity | activation, % at 7 µM | purified proKLK7, EDANS-DABCYL substrate fluorescence; 100% is mature enzyme control, 0% vehicle | Kallikrein-7 (Homo sapiens), P49862 | 370,000 tested, 0.9% active;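 active = activation above the mean of all tested compounds plus 3 SD, computed per campaign excluding outliers beyond control limits, cut at about 13% in these data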
Target sequence (P49862 whole entry, looked up): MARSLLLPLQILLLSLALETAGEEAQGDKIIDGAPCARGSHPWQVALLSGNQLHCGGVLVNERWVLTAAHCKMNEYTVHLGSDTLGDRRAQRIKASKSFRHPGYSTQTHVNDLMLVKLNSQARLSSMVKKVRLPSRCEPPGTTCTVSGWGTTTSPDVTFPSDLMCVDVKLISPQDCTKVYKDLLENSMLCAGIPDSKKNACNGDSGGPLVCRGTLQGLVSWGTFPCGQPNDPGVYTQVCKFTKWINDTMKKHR
DDE Tn6 FP inh – inhibitors of Tn6 peptide binding to fibrin DD(E), primary screen, biochemical, fluorescence polarization, human fibrin, Tn6 probe. Fibrin DD(E) TRITC-Tn6 fluorescence polarization displacement. inhibition, % at 8.3 µM. 370,000 tested, 0.21% active;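 active = inhibition above a per-campaign cutoff: mean of compounds within control limits plus 3 SD, cut at about 15% in these data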;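 note: 0% = median of all compound wells on the plate and 100% = blocking peptide control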
ARFGAP1 inhibitor – inhibitors of rat ARFGAP1 GAP activity, primary screen, biochemical, fluorescence polarization, GDP tracer; ADP-ribosylation factor GTPase-activating protein 1 (Rattus norvegicus), Q62848; Arfgap1-stimulated ARF1 GTP hydrolysis, GDP FP detection; inhibition, % at 16.5 µM; 360,000 tested, 0.26% active;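 active = inhibition above a per-plate limit, mean inhibition of low control wells plus 3 SD, cut at about 25% in these data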;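 note: 0% = DMSO wells with enzyme and 100% = wells lacking Arfgap1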
Target sequence (Q62848 1-136 limits assumed): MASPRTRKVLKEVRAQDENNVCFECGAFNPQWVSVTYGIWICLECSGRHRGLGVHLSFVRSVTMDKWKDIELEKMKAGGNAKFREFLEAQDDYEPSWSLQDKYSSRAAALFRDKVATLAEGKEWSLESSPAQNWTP
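Material: truncated rat Arfgap1 GAP domain; Incubation: compound-enzyme preincubation 20 min, reaction 120 min, detection 60 min, 25 °C; Read-out: percent inhibition of Arfgap1-stimulated GTP hydrolysis; Technique: FP, GDP Alexa 633 tracer displaced from anti-GDP antibody, 620/688 nm; Controls: No-Arfgap1 wells (100%) versus DMSO full-reaction wells (0%); Replication: single well per compound.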
Tn7 DDE FP – inhibitors of Tn7 peptide binding to fibrin DD(E), primary screen, biochemical, fluorescence polarization, human fibrin, Tn7 probe | Fibrinogen beta chain (Homo sapiens), P02675 | FP displacement of FITC-Tn7 peptide from fibrin DD(E); 0% = median of compound wells per plate | inhibition, % at 8.3 µM | 370,000 tested, 0.13% active | AID 720508, 2013;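 active = inhibition above the mean of compounds falling within the control limits plus 3 SD of them, cut at about 14% in these data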;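 note: 0% = plate median of compound wells and 100% = 10 µM Aha-Tn7 peptide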
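assay system = human clot-derived fibrin DD(E) complex | quantity = Fibrin-DD(E) at 2 µM final | timing = 10 min preincubation, 3 h with tracer, room temperature | signal = fluorescence polarization | measure = percent inhibition | benchmarks = high control wells with 10 µM unlabelled Aha-Tn7 peptide (full inhibition) | replicates = singlicate testing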
PLC-beta3 inh – human PLC-beta3 inhibitors, primary screen, biochemical, fluorescence; Purified PLC-beta3, fluorogenic substrate; inhibition, % at 12.2 µM; 370,000 tested, 0.18% active; in the data active = inhibition above about 11%;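 note: 0% = median of compound wells on plate and 100% = full blocker control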
UHRF1 MBD2 ctr – UHRF1 methylated DNA binding inhibitors, primary screen, counter-screen for MBD2 inhibitor project, biochemical, TR-FRET, human UHRF1, single concentration; E3 ubiquitin-protein ligase UHRF1 (Homo sapiens), Q96T88; UHRF1 binding to methylated oligo; inhibition, % at 4.4 µM; 370,000 tested, 0.75% active; in the data active = inhibition above about 21%;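 note: UHRF1 SRA domain binding a hemimethylated CpG hairpin DNA probe; 0% = median of test compound wells and 100% = reference inhibitor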
ASAP1 GAP inh – inhibitors of human ASAP1 ArfGAP activity, primary screen, biochemical, fluorescence polarization; Arf-GAP with SH3 domain, ANK repeat and PH domain-containing protein 1 (Homo sapiens), …; ASAP1-stimulated ARF1 GTP hydrolysis, GDP FP detection; inhibition, % at 16.5 µM; 360,000 tested, 0.19% active; AID 624377, 2012; in the data active = inhibition above about 25%;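 note: 0% = vehicle with enzyme and substrate and 100% = no enzyme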
* hit, by the source's call; · = no result given.

Order of values: PLC-gamma1 inh | ADAM17 inh | MBD2 inh | KLK7 zymogen act | DDE Tn6 FP inh | ARFGAP1 inhibitor | Tn7 DDE FP | PLC-beta3 inh | UHRF1 MBD2 ctr | ASAP1 GAP inh
> COc1ccc(C(=O)N2CCc3ccccc32)cc1S(=O)(=O)N1CCOCC1
  -1 | -5 | 2 | -0.4 | -8 | 3 | -4 | -6 | -1 | 11
> CN1CCN(S(=O)(=O)c2ccc(Oc3ccc(F)cc3Br)nc2)CC1
  2 | -3 | 3 | 0.0 | -2 | -13 | -2 | -5 | -4 | -9
> COc1ccc(C2OCCNC3C2C(=O)N(Cc2ccc(OC)cc2OC)C3Cc2ccccc2)cc1 (stereo unspecified)
  1 | -4 | -1 | · | -2 | · | 9 | -1 | 6 | ·
> Oc1cccc(/C=N/N=C/c2cccc(O)c2O)c1O
  2 | -1 | 2 | -0.1 | -15 | 10 | -1 | -29 | 2 | -3
> CC1(C(=O)Nc2cccc3ccccc23)CCN1C(=O)Cc1ccccc1Cl (stereo unspecified)
  -4 | 1 | -4 | -0.2 | 2 | 7 | 4 | -4 | 1 | -15
> O=C(O)C(c1ccccc1)N1C(=O)/C(=C\c2ccc(-c3ccccc3Cl)o2)SC1=S (stereo unspecified)
  -8 | -1 | -2 | 0.2 | 8 | -8 | -4 | -17 | 4 | -22
> CC1CCCCC1NS(=O)(=O)CCNC(=O)c1ccc2c(c1)OCO2 (stereo unspecified)
  0 | -7 | -3 | -0.2 | 2 | -5 | -2 | -7 | -4 | 12
> Cc1ccc(C(=O)O/N=C2\CCS(=O)(=O)c3sccc32)cc1
  -1 | -2 | 1 | -0.3 | -3 | 0 | -1 | 1 | 0 | -8
> CS(=O)(=O)N(CC(=O)NCCSCc1ccccc1)c1ccccc1Cl
  0 | -1 | -3 | -0.5 | 4 | -3 | -5 | -3 | 9 | 5
> Cn1c(SCc2cccnc2)nc2cccnc21
  1 | -1 | 1 | -0.5 | -2 | 10 | 0 | -17 | 2 | -5
> CCOC(=O)N1CCN(c2c(NCCCN3CCCCCC3)c(=O)c2=O)CC1
  1 | -3 | -5 | 0.2 | 1 | -15 | 1 | -1 | -2 | -6
> CC1CCCN(C(=O)c2ccc3c(c2NCCO)C(=O)c2ccccc2C3=O)C1 (stereo unspecified)
  6 | 1 | -23 | -0.3 | 10 | -14 | 5 | 5 | -23 | -2
> CC1CCCc2sc3nc(N4CCN(CCO)CC4)n4ncnc4c3c21 (stereo unspecified)
  1 | 2 | 0 | -0.6 | 5 | 3 | 1 | -2 | -1 | -1
> O=C(NCCN1CCOCC1)c1cc(-c2cccc(O)c2)on1
  -1 | -5 | 4 | -0.7 | 8 | 2 | -1 | 2 | -2 | -10
> CC(Oc1ccccc1)C(=O)NC1CCCCCCC1 (stereo unspecified)
  3 | 3 | -2 | 0.3 | -1 | -1 | 2 | -2 | -3 | -11
> CCCn1c(SCC(=O)Nc2ccccc2Cl)n[nH]c1=O
  2 | -2 | 1 | 0.1 | -3 | -1 | 5 | -5 | 0 | 9
> CC(C)COC(=O)C1C(=O)CC(C)(O)C(C(=O)OCC(C)C)C1c1cccnc1 (stereo unspecified)
  -2 | -6 | -5 | 0.4 | -9 | 0 | -3 | 2 | 2 | 2
> CSc1ccc(CCNC(=O)CCc2nnc3ccc(N4CCC5(CC4)OCCO5)nn23)cc1
  -3 | -3 | 1 | -0.5 | -2 | 10 | -9 | -12 | -2 | -2
> Cc1cccc2nc(C(=O)Nc3cc(Cl)ccc3-n3cncn3)cn12
  -2 | -3 | 0 | -0.1 | -1 | 1 | -1 | -8 | -2 | -5
> CC(=O)c1ccc(NC(=O)N2CCN(c3cccc(Cl)c3)CC2)cc1
  3 | -4 | -1 | -0.5 | -2 | 3 | 7 | 0 | -1 | -10

Reformatted: results already given
| canonical_smiles | PLC-gamma1 inh | ADAM17 inh | MBD2 inh | KLK7 zymogen act | DDE Tn6 FP inh | ARFGAP1 inhibitor | Tn7 DDE FP | PLC-beta3 inh | UHRF1 MBD2 ctr | ASAP1 GAP inh |
| --- | --- | --- | --- | --- | --- | --- | --- | --- | --- | --- |
| Cn1c(SCc2cccnc2)nc2cccnc21 | 1 | -1 | 1 | -0.5 | -2 | 10 | 0 | -17 | 2 | -5 |
| CCOC(=O)N1CCN(c2c(NCCCN3CCCCCC3)c(=O)c2=O)CC1 | 1 | -3 | -5 | 0.2 | 1 | -15 | 1 | -1 | -2 | -6 |
| CC1CCCN(C(=O)c2ccc3c(c2NCCO)C(=O)c2ccccc2C3=O)C1 (stereo unspecified) | 6 | 1 | -23 | -0.3 | 10 | -14 | 5 | 5 | -23 | -2 |
| CC1CCCc2sc3nc(N4CCN(CCO)CC4)n4ncnc4c3c21 (stereo unspecified) | 1 | 2 | 0 | -0.6 | 5 | 3 | 1 | -2 | -1 | -1 |
| O=C(NCCN1CCOCC1)c1cc(-c2cccc(O)c2)on1 | -1 | -5 | 4 | -0.7 | 8 | 2 | -1 | 2 | -2 | -10 |
| CC(Oc1ccccc1)C(=O)NC1CCCCCCC1 (stereo unspecified) | 3 | 3 | -2 | 0.3 | -1 | -1 | 2 | -2 | -3 | -11 |
| CCCn1c(SCC(=O)Nc2ccccc2Cl)n[nH]c1=O | 2 | -2 | 1 | 0.1 | -3 | -1 | 5 | -5 | 0 | 9 |
| CC(C)COC(=O)C1C(=O)CC(C)(O)C(C(=O)OCC(C)C)C1c1cccnc1 (stereo unspecified) | -2 | -6 | -5 | 0.4 | -9 | 0 | -3 | 2 | 2 | 2 |
| CSc1ccc(CCNC(=O)CCc2nnc3ccc(N4CCC5(CC4)OCCO5)nn23)cc1 | -3 | -3 | 1 | -0.5 | -2 | 10 | -9 | -12 | -2 | -2 |
| Cc1cccc2nc(C(=O)Nc3cc(Cl)ccc3-n3cncn3)cn12 | -2 | -3 | 0 | -0.1 | -1 | 1 | -1 | -8 | -2 | -5 |

Entries of single compounds, looked up by structure. Screens in order: PLC-gamma1 inh	ADAM17 inh	MBD2 inh	KLK7 zymogen act	DDE Tn6 FP inh	ARFGAP1 inhibitor	Tn7 DDE FP	PLC-beta3 inh	UHRF1 MBD2 ctr	ASAP1 GAP inh
O=C(NCCN1CCOCC1)c1cc(-c2cccc(O)c2)on1 reads -1	-5	4	-0.7	8	2	-1	2	-2	-10
CSc1ccc(CCNC(=O)CCc2nnc3ccc(N4CCC5(CC4)OCCO5)nn23)cc1 reads -3	-3	1	-0.5	-2	10	-9	-12	-2	-2

New compounds follow
Order of values: PLC-gamma1 inh | ADAM17 inh | MBD2 inh | KLK7 zymogen act | DDE Tn6 FP inh | ARFGAP1 inhibitor | Tn7 DDE FP | PLC-beta3 inh | UHRF1 MBD2 ctr | ASAP1 GAP inh
> O=C1C=CC2=C3c4cc(O)c(O)cc4CC3(O)COC2=C1O (stereo unspecified)
  16* | 2 | 35* | 0.7 | -4 | 11 | 10 | 6 | 56* | -1
> CCC(C)(C(=O)NC1CCCC1)N(C(=O)c1ccccn1)c1ccccc1 (stereo unspecified)
  1 | -1 | -2 | 0.5 | -4 | 16 | -9 | 1 | 4 | -17
> CCC(=O)N(CCN1CCOCC1)Cc1cc2cc3c(cc2nc1Cl)OCO3
  1 | -5 | 3 | 0.0 | 1 | 0 | 4 | 1 | 1 | -6
> O=c1cc(O)n(-c2ccc(Cl)cc2)c(=S)[nH]1
  0 | 2 | -3 | 0.3 | -1 | -5 | -16 | 0 | -1 | -1
> O=C(CSc1nnc(-c2ccccc2)n1Cc1ccco1)NCc1ccc2c(c1)OCO2
  5 | -2 | 0 | -0.6 | -2 | 13 | 0 | 3 | 0 | 9
> Cn1c(=O)cc(OCCCC(=O)NCc2ccc(F)cc2Cl)c2ccccc21
  -1 | -3 | 4 | -0.5 | -1 | 2 | 4 | -4 | 15 | 11
> O=C(NCCc1c[nH]c2ccccc12)c1cnc2sccn2c1=O
  -2 | -1 | -5 | -0.3 | -8 | -6 | -4 | -5 | -2 | 16
> O=C1Nc2ccccc2C1(O)c1ccccc1 (stereo unspecified)
  -1 | -1 | -2 | -0.1 | -2 | 8 | -1 | 4 | -4 | 0
> O=C(O)C(Cc1ccccc1)n1cccc1 (stereo unspecified)
  -3 | -4 | 0 | 0.3 | 2 | -1 | 0 | -4 | -2 | -7
> CC(=O)c1cccc(NC(=O)NNC(=O)c2ccc(-c3ccccc3)cc2)c1
  -5 | -3 | -6 | -0.4 | 3 | 5 | -4 | -3 | 0 | 5
> Cc1ccnc(SCC(=O)c2ccc(Br)cc2)c1C#N
  -19 | 0 | 0 | -0.2 | 0 | -1 | -3 | -25 | -2 | -3
> Cc1cccc(OCC(=O)Nc2ccc(C(=O)Nc3ccccc3C(=O)O)cc2)c1
  6 | 6 | -4 | 0.2 | -5 | -1 | -6 | -2 | -2 | -1
> CCC(C(=O)Nc1ccc2c(c1)OCCO2)c1ccccc1 (stereo unspecified)
  0 | 0 | -7 | 0.2 | 15 | -1 | 1 | 0 | 1 | -2
> O=S(=O)(Nc1ccc(S(=O)(=O)N2CCOCC2)cc1)c1ccc(Br)cc1
  0 | -3 | 1 | -0.2 | 0 | -1 | 0 | -5 | 2 | 6
> NC(=O)C1CCN(S(=O)(=O)c2cccc(S(=O)(=O)N3CCCCC3)c2)CC1
  4 | 0 | -4 | 0.3 | -6 | -2 | 2 | 6 | -1 | -13
> CCC(C)N1CNc2c(c(=O)[nH]c(=S)n2-c2cccc(C)c2)C1 (stereo unspecified)
  8 | 1 | -2 | 0.6 | -11 | -8 | -5 | -1 | 3 | -2
> c1ccc2c(c1)Nc1nccnc1S2
  -35 | 1 | -1 | -1.7 | 4 | -1 | 0 | -40 | -5 | -12
> O=C(OCC(=O)N1CCc2ccccc2C1)c1cc(=O)[nH]c2ccccc12
  -89 | -38 | -2 | -13 | 0 | -7 | 6 | -137 | -2 | -7
> COC(=O)[C@]1(Cc2ccccc2)N[C@H](CN(C)S(=O)(=O)c2ccc(F)cc2)[C@@H]2C(=O)N(C)C(=O)[C@@H]21
  -1 | 0 | -1 | 0.6 | 9 | 5 | -1 | 4 | -1 | -5
> C[C@H](CO)N1C[C@H](C)[C@@H](CN(C)S(=O)(=O)c2ccccc2)Oc2c(NC(=O)Nc3ccc4c(c3)OCO4)cccc2C1=O
  2 | 1 | -1 | 1.0 | 3 | 0 | -3 | 3 | 9 | -5
